# NPY-Y2 antag: NPY-Y2 receptor antagonists, primary screen, cell-based | AID 793, 2007 | NPY-Y2 expressing cells, antagonist mode | hit rate 0.99% among 140,000 | inhibition, % at 2.7 µM; in the data active = inhibition above about 17%;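 note: 0% = vehicle with agonist challenge and 100% = reference antagonist with challenge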
# Target sequence (P49146 whole entry, looked up): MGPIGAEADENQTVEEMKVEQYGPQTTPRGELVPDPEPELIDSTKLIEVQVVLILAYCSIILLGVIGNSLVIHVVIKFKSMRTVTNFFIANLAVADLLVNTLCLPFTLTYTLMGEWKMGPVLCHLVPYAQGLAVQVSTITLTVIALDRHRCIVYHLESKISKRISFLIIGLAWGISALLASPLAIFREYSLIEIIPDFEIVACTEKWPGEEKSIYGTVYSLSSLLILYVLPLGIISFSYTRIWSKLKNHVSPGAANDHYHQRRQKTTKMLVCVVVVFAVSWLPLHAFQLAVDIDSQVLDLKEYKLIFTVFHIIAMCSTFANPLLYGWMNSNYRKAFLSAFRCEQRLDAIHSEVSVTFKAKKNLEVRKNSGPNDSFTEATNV
# Measles CPE: compounds protecting cells from measles virus cytopathic effect, primary screen, measles RdRp inhibitor project, single point, MLSMR library, absorbance; Measles virus-infected cells, CPE protection; protection (pct of control), % at 4 µM; hit rate 1.5% among 140,000; AID 841, 2007; in the data active = protection mostly above about 24%, no sharp cut-off; inactive = mostly below about 26%; note: some compounds called inactive have numbers as strong as hits
# E-sel TNF inh: E-selectin induction blockers in HUVEC – imaging, immunofluorescence, high content, primary screen. HUVEC TNFa-induced E-selectin immunofluorescence. inhibition, % at 2 µM. hit rate 0.71% among 120,000. AID 1246, 2008;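 active = inhibition above the batch mean plus 3 SD, and confirmed as a hit on visual image review, cut at about 43% in these data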;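 note: 0% = TNF-stimulated DMSO wells and 100% = unstimulated control wells; not every result past the cut was called active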
# GALR2 antag: GALR2 antagonists in receptor-expressing cells, primary screen; Galanin receptor type 2 (Homo sapiens), O43603; antagonist mode; inhibition, % at 4 µM; hit rate 0.39% among 140,000; in the data active = inhibition above about 27%;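 note: cells stimulated with galanin 1-16 at roughly its EC80; 0% = agonist challenge control and 100% = basal control without agonist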
# Target sequence (O43603 whole entry, looked up): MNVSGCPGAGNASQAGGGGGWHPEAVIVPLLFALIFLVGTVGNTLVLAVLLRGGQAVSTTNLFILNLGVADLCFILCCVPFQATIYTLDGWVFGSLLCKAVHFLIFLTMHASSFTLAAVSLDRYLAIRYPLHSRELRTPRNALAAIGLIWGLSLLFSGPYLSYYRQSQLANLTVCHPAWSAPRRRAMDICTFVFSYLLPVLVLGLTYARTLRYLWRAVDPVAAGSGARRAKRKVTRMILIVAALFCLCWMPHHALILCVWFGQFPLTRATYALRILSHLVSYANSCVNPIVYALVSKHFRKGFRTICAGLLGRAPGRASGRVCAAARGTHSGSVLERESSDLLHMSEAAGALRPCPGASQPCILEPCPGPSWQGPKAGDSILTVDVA
# Phagocytosis inh: inhibitors of macrophage phagocytosis, primary screen, imaging, J774A.1 cells, IgG beads; inhibition, % at 5 µM; hit rate 0.07% among 110,000; J774A.1 macrophage IgG-bead phagocytosis;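 active = inhibition above the mean of the plate negative controls plus 5 SD, cut at about 13% in these data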;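 note: phagocytic index as fraction of beads internalized from green versus red external bead signal; plate controls were DMSO negative control for no effect and cytochalasin-D positive control for full effect; some results beyond the cut were filed as inactive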
# bCat KO growth: primary screen for growth suppressors in beta-catenin knockout HCT116 cells (colon tumor, human). viability, % at 10 µM. hit rate 1.5% among 140,000. AID 818, 2007. HCT116 beta-catenin knockout viability, CellTiter-Glo, 60 h; stronger effect = lower value;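 active = viability at or under a set limit, the compound median less 4 SD, cut at about 6% in these data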;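 note: 0% = Hyamine 1622 control at 20 µM and 100% = untreated cell control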
# Yeast growth inh: growth inhibitors of yeast BB579 in restrictive medium, primary screen, yeast lifespan-shortening project, S. cerevisiae; OD615, 48 h; inhibition, % at 10 µM; hit rate 0.51% among 140,000; AID 804, 2007;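 active = inhibition above a set limit, 3 SD over the mean compound inhibition, cut at about 44% in these data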; note: inactives centre near -24
#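 System: DeaD yeast strain BB579; buffer or medium: CSMM-D dextrose restrictive medium; technique: OD at 615 nm; schedule: 4 h cell preincubation, 48 h compound exposure, 30 °C humidified; doses: single 10 µM dose; controls: amphotericin B 10 µg/mL, positive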
# MRP1 act: H69AR viability gain despite doxorubicin, primary screen, MRP-1 activator project, H69AR cells, CellTiter-Glo; hit rate 0.61% among 140,000; viability increase, % at 10 µM; viability rescue; AID 799, 2007;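 active = viability gain under doxorubicin at or above a set limit, the compound median plus 3 SD, cut at about 4.7% in these data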;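 note: MRP-1 overexpressing cells given doxorubicin 25 µM after compound pretreatment; 18-22 h compound pretreatment then 72 h with doxorubicin before readout; 0% = doxorubicin-only wells and 100% = vehicle-treated cells without doxorubicin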
# Yeast lifespan up: compounds extending yeast replicative lifespan, primary screen, S. cerevisiae, OD615; S. cerevisiae growth with nicotinamide; deaD strain in restrictive glucose medium; inhibition of the nicotinamide effect, % at 10 µM; hit rate 0.68% among 130,000; AID 775, 2007;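 active = inhibition above a set limit, placed 3 SD over the median of all compounds, cut at about 26% in these data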;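 note: 0% = nicotinamide-treated wells and 100% = cells grown without nicotinamide; some compounds called inactive have numbers as strong as hits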
#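 assay system = DeaD-strain S. cerevisiae | measured by = absorbance at 615 nm | probe or stimulus = nicotinamide 1.5 mM | buffer or medium = CSMM-D glucose medium, restrictive | times = 48 h at 30 °C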
# HCT116 PTEN-null: growth suppression of PTEN-null HCT116, primary screen, cell-based, CellTiter-Glo; HCT116 PTEN-null viability, 60 h; stronger effect = lower value; hit rate 1.2% among 140,000; viability, % at 10 µM;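 active = viability at or below a set limit, 4 SD under the median of all tested compounds, cut at about 3.7% in these data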;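 note: PTEN knockout HCT116 line with beta catenin targeted HCT116 as companion control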
# An asterisk follows results filed as active; . = no result given; & = joins results of further samples. A portion of the library; the hit share may differ from the screen's.
SMILES,NPY-Y2 antag,Measles CPE,E-sel TNF inh,GALR2 antag,Phagocytosis inh,bCat KO growth,Yeast growth inh,MRP1 act,Yeast lifespan up,HCT116 PTEN-null
COc1ccc(N2C(=O)CC(N3CCC(n4c(=O)[nH]c5ccccc54)CC3)C2=O)cc1 (stereo not given),-0.7,6.4,3.7,-8.2,-0.8,86.5,-80.5,5.5*,-0.7,89.4
O=c1[nH]c(=S)n(C2CC2)c(O)c1/C=N/N1CCOCC1,0.5,5.8,.,4.4,-3.2,86.0,-6.2,0.8,3.8,95.3
COC(=O)[C@@]1(Cc2ccc(F)cc2)[C@H]2c3cc(C(=O)N(C)C)[nH]c3C[C@H]2CN1C(=O)c1ccccc1,2.8,14.7,-22.4,-3.6,.,97.3,-12.2,-2.2,2.5,90.0
Clc1ccc(COC(Cn2ccnc2)c2ccc(Cl)cc2Cl)c(Cl)c1 (stereo not given),16.4,5.7,.,-1.5,.,35.4,99.9*,-3.4,-10.2,39.8
CC(C)CC(=O)NC(Oc1ccc(Cl)cc1)C(Cl)(Cl)Cl (stereo not given),5.2,4.5,9.6,5.0,.,97.7,-6.9,-1.2,-13.1,87.5
NNC(=O)c1ccc(Cl)cc1,7.7,6.4,.,14.1,-11.8,88.1,-13.9,0.3,1.6,98.8
CCn1c(O)c(C(c2ccccn2)c2c(O)n(CC)c(=S)[nH]c2=O)c(=O)[nH]c1=S,0.9,3.4,-1.5,-5.8,.,96.0,-6.6,-1.8,-19.7,101.3
CCOC(=O)C1=C(N)OC2=C(C(=O)CCC2)C12C(=O)Nc1ccccc12 (stereo not given),1.7,12.5,.,0.5,-0.2,87.9,-12.0,-0.8,-3.7,92.2
COc1ccccc1N1CCN(Cc2c(F)cccc2F)CC1,3.7,24.8,-16.4,9.0,-1.6,87.2,-36.1,-0.6,-7.7,102.1
CCCOC(=O)COc1cc(C)cc2oc(=O)c3c(c12)CCC3,5.4,16.6,-14.5,-1.8,-0.1,82.2,-46.9,-4.3,-10.1,76.7
CN1CCN(CCOC2c3ccccc3CSc3ccc(Cl)cc32)CC1 (stereo not given),6.7,33.5,.,4.4,-5.9,12.3,15.6,-2.9,-0.8,15.2
CCc1ccc(NC(=O)C(C)OC(=O)c2c(C)nn(Cc3ccccc3)c2Cl)cc1 (stereo not given),2.7,40.1,10.6,-12.6,-17.4,79.5,-16.7,1.7,-4.8,83.0
CCOP(=O)(OCC)C(NC(=O)c1cccc2ccccc12)C(Cl)(Cl)Cl (stereo not given),0.3,20.3,.,-1.1,-3.9,84.9,-7.3,2.5,-2.1,85.4
CC(CCc1ccccc1)NC(C)C(O)c1ccc(O)cc1 (stereo not given),3.5,13.5,.,0.3,.,78.6,-23.5,-2.5,9.7,88.4
CCN(CC)CCCN=Cc1c(O)n(CCc2ccc(OC)c(OC)c2)c(=O)[nH]c1=O,-1.1,26.6,-4.5,4.7,-0.5,104.5,-0.1,1.4,-7.7,108.9
NC(=O)CSP(=O)(c1ccccc1)c1ccccc1,-0.9,22.1,-9.7,1.6,0.2,98.6,-52.8,0.9,-6.2,100.0
CCN(CC)C1=NC(=[N+](CC)CC)c2ccccc21,0.2,5.7,-8.8,16.3,-4.6,7.5,-40.7,-2.3,-23.6,7.7
C=Cn1ccnc1P(=S)(c1c(C)nn(-c2ccccc2)c1C)c1nccn1C=C,-0.4,10.7,.,5.9,0.0,96.6,-1.9,-1.7,-7.3,101.0
OCC12COC3c4ccccc4C(OC1)N32 (stereo not given),0.6,3.4,.,-0.7,1.9,92.2,-65.4,-0.4,2.9,114.9
CC(c1ccccc1)n1cncc1C(=O)O (stereo not given),-1.3,5.5,-12.5,-0.5,.,99.5,-45.9,-1.2,.,100.7

# Three of the compounds above, with two lines to a compound.
# Results follow in this order: NPY-Y2 antag	Measles CPE	E-sel TNF inh	GALR2 antag	Phagocytosis inh	bCat KO growth	Yeast growth inh	MRP1 act	Yeast lifespan up	HCT116 PTEN-null
> CCOP(=O)(OCC)C(NC(=O)c1cccc2ccccc12)C(Cl)(Cl)Cl (stereo not given)
 : 0.3	20.3	.	-1.1	-3.9	84.9	-7.3	2.5	-2.1	85.4
> CC(CCc1ccccc1)NC(C)C(O)c1ccc(O)cc1 (stereo not given)
 : 3.5	13.5	.	0.3	.	78.6	-23.5	-2.5	9.7	88.4
> CCN(CC)CCCN=Cc1c(O)n(CCc2ccc(OC)c(OC)c2)c(=O)[nH]c1=O
 : -1.1	26.6	-4.5	4.7	-0.5	104.5	-0.1	1.4	-7.7	108.9

# Further results:
SMILES,NPY-Y2 antag,Measles CPE,E-sel TNF inh,GALR2 antag,Phagocytosis inh,bCat KO growth,Yeast growth inh,MRP1 act,Yeast lifespan up,HCT116 PTEN-null
CC1CCN2c3nc4ccccn4c(=O)c3CC3(C(=O)N(C)C(=O)N(C)C3=O)C2C1 (stereo not given),-0.9,29.3,-13.6,-8.1,0.4,105.6,-18.5,-1.3,-8.3,98.7
Cc1cccnc1-n1c(-c2ccco2)nc2ccccc2c1=O,-1.6,13.0,-23.2,-7.8,0.4,93.5,-12.7,-0.2,-8.2,106.3
COc1ccc(Cn2c(O)c(/C=N/NC(=O)c3ccccc3O)c(=O)[nH]c2=O)cc1,2.9,4.8,-6.6,4.8,.,93.3,-38.8,-1.6,-0.8,97.1
Nc1c(C(=O)NCc2ccco2)c2nc3ccccc3nc2n1Cc1ccc(F)cc1,3.3,4.3,-8.4,-17.8,0.1,55.3,-9.7,-4.6,-24.8,6.2
COc1ccc(C(=O)CN2CCOCC2)cc1F,1.3,3.5,.,-9.1,-1.2,98.7,10.3,-0.5,-4.3,103.1
CCOc1ccc(N2C(=O)NC(=O)/C(=C\c3ccc(N4CCCCC4)o3)C2=O)cc1,-1.4,14.2,.,-0.7,-8.7,87.8,-41.1,-0.4,-5.0,84.7
COc1ccccc1N1C(=O)NC(=O)C(CCc2ccncc2)(CCc2ccncc2)C1=O,2.1,14.9,12.3,-8.6,-1.1,90.2,8.6,-1.9,-5.6,110.6
Cc1ccc2c(c1)CC1(CN2C)C(=O)NC(=O)N(c2cccc(C)c2C)C1=O (stereo not given),-0.2,2.1,-15.4,0.9,-0.7,101.9,-43.9,-1.5,9.6,105.2
CCCCn1c(O)c(C(C)=NCc2cc(OC)cc(OC)c2)c(=O)[nH]c1=O,6.2,5.3,8.9,-16.1,0.8,86.8,-23.2,-0.8,1.1,90.6
COc1cc2c(cc1OC)CN(c1ccc([N+](=O)[O-])c(C(F)(F)F)c1)CC2,0.5,16.8,.,-3.0,-5.9,56.4,6.0,1.0,-6.2,63.4
O=C(C1CCN(S(=O)(=O)c2ccccc2)CC1)N1CCC2(CC1)OCCO2,1.2,8.0,14.6,-11.5,.,99.1,-8.8,-0.7,-6.7,109.4
Nc1c(C(=O)NCCc2ccccc2)c2nc3ccccc3nc2n1CCN1CCOCC1,-2.5,6.8,-15.6,-12.5,-0.2,1.7*,99.2*,-6.8,-34.6,1.9*
CCOC(=O)CNC(=O)CSP(=S)(OCC)OCC,-0.7,3.0,.,5.0,-0.4,96.8,-11.5,-1.5,-0.7,92.1
CCCCc1ccc2[nH]cc(CCN)c2c1,3.3,2.3,-18.7,11.2,-1.3,17.6,-43.5,-3.0,-2.3,3.9
C[N+]12CCC(CC1)C(C#N)(N1CCOCC1)C2 (stereo not given),-0.3,6.3,-14.7,4.9,0.4,88.8,-12.6,-0.2,-0.5,88.9
Cc1ccc2c(c1)=C/C(=C\c1c(O)[nH]c(=O)[nH]c1=O)C(=O)N=2,1.1,7.3,-1.9,-6.9,-8.9,82.4,-19.6,-0.5,-0.1,77.6
CC(N)C(=O)c1ccco1 (stereo not given),-4.5,6.5,7.3,-0.4,-0.9,98.9,-51.2,1.3,0.0,109.7
CSCc1nnc2n1-c1ccc(Cl)cc1C(c1ccccc1)=NC2,8.9,5.4,12.6,-5.2,-4.4,70.5,7.0,-3.5,-3.5,82.3
COc1ccc(-c2nc(CS(=O)CC(=O)N3CCC4(CC3)OCCO4)c(C)o2)cc1 (stereo not given),2.5,3.9,.,6.4,.,75.8,7.4,-3.9,-17.1,73.0
CCCCn1c(=O)c(C(=O)Nc2ccccc2S(N)(=O)=O)c(O)c2ccccc21,7.3,16.8,-20.5,-0.9,-1.4,77.1,-1.8,-5.9,-9.0,70.6
CN1c2ccc([N+](=O)[O-])cc2CC2(C(=O)NC(=O)NC2=O)C1c1ccccc1 (stereo not given),3.6,20.2,.,-0.5,-6.0,84.0,-27.8,-2.0,-5.6,81.8
O=C(c1ccccc1F)c1cn(CC(=O)N2CCCC2)c2ccccc12,0.9,12.9,4.5,16.3,1.1,89.0,4.6,-0.9,-15.0,104.1&99.0
COc1ccccc1-n1c(-c2ccoc2)nc2ccccc2c1=O,-0.5,17.9,3.1,4.1,0.8,89.6,-3.9,-2.1,9.3,81.9
CCOCCCNC(=O)CN1C2CCC1CC(O)(c1ccc(OC)cc1)C2 (stereo not given),-1.7,10.1,-10.6,7.6,-0.6,100.2,-38.0,-0.3,-4.9,106.9
O=CC(Cl)P(=O)(N1CCCCC1)N1CCCCC1 (stereo not given),-0.3,6.9,-4.0,-1.4,-2.3,82.8,-50.7,-3.3,-8.0,94.0
CCCC(C)C(=O)NC1CCSC1=O (stereo not given),1.1,10.7,-6.3,-1.1,-0.2,100.5,-32.9,-0.1,-4.3,100.0
CSc1ncc(/C=C2/C(=O)NC(=O)N(C)C2=O)cn1,0.7,2.6,-10.5,6.6,-1.9,110.1,-23.2,0.4,-9.1,101.4
CC(=NCCCO)c1c(O)n(Cc2ccccc2)c(=O)[nH]c1=O,4.6,4.7,-26.1,8.2,.,103.0,-22.6,-1.1,.,92.7
CC(C)(C)C(O)C(Oc1ccc(Cl)cc1)n1cncn1 (stereo not given),1.9,6.6,-9.5,6.3,-0.6,87.9,90.8*,-0.5,-20.8,89.0
Cn1c(O)c(C(=N)COc2ccccc2)c(=O)n(C)c1=O,-0.2,6.3,56.1,1.8,.,107.3,-32.2,0.3,-16.3,96.3
N#Cc1c(Cl)nc(Cl)c2c1CCN(Cc1ccccc1)C2,-1.1,16.9,.,3.8,-3.2,15.8,-29.6,-3.7,6.5,26.9
CCC1(CC)C(=O)NC(=NCCc2c[nH]c3ccccc23)NC1=O,0.5,3.7,14.5,9.4,0.4,95.3,-16.7,-0.1,2.4,86.3
O=C(c1cccs1)C1CN2CCC1CC2 (stereo not given),-1.9,15.7,-21.4,0.6,-0.2,96.6,-41.5,-0.6,-13.8,89.0
CC12CN3CC(C)(CN(C1)C3c1cccs1)C2 (stereo not given),2.4,8.6,-34.3,10.9,-0.5,94.8,-29.4,-0.4,-11.7,91.6
CN(C(=O)Oc1ccc(Cl)c2cccnc12)c1ccccc1,2.2,30.9*,.,7.1,-4.5,104.5,-54.6,1.5,2.8,100.5

# Compound activity as filed in PubChem.
